Screening data: PubChem BioAssay, Sanford-Burnham Center for Chemical Genomics
hIAP inh: blocks human intestinal alkaline phosphatase; P09923; 330,000 tested, 0.12% active; inhibition, % at 10 µM; AID 2544; purified IAP, CDP-Star luminescence, 30 min;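 active means inhibition reaching a set limit with compound at 10 µM in the primary screen, cut at about 35% in these data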;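 further: plate controls were DMSO wells with enzyme for no effect and no-enzyme buffer wells for full effect; values of inactives mirror those of a sister screen read the other way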
Target sequence (P09923 whole entry, looked up): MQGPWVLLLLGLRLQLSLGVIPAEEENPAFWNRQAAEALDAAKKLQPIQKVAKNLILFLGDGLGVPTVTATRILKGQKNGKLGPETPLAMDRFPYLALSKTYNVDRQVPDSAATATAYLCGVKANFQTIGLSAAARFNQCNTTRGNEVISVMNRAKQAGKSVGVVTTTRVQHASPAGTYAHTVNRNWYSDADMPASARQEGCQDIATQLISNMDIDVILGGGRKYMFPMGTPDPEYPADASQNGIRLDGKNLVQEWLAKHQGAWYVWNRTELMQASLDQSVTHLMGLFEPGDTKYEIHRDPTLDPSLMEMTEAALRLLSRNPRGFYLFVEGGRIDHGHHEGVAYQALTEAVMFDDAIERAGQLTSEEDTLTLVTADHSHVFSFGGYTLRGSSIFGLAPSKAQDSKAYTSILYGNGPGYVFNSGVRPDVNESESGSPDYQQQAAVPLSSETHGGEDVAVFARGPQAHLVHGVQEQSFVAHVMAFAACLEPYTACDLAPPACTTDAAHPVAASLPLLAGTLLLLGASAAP
mIAP block: mouse IAP inhibition; purified mouse IAP, CDP-Star luminescence, 30 min; inhibition, % at 10 µM; 330,000 tested, 0.2% active;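 active means inhibition of at least 40% at 10 µM in the primary screen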;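 further: plate controls were DMSO with enzyme for no effect and no enzyme wells for full effect; values of inactives mirror those of a sister screen read the other way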
NALP3 yeast inh: inhibitors of NALP3 inflammasome in yeast. Yeast reconstituted NLRP3/ASC/caspase-1, beta-gal luminescence, 24 h. inhibition, % at 10 µM. 330,000 tested, 0.39% active;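 active means inhibition of 50% or more; inactive means inhibition below 50%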;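 further: plate controls were induced DMSO wells for no effect and uninduced yeast grown without galactose for full effect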
SENP1 FRET inh: SENP1 (human) catalytic domain inhibition. recombinant SENP1 catalytic domain, CyPet-SUMO1-YPet FRET cleavage. 360,000 tested, 0.21% active. inhibition, % at 10 µM. Q9P0U3;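 active means inhibition at least 30% at 10 µM, raw YFP signal under a set limit, fluorescence ratio 0.5 to 1.5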;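 further: 0% = enzyme with DMSO and 100% = no enzyme wells; some results filed as inactive read as strong as hits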
Target sequence (Q9P0U3 419-644 limits assumed): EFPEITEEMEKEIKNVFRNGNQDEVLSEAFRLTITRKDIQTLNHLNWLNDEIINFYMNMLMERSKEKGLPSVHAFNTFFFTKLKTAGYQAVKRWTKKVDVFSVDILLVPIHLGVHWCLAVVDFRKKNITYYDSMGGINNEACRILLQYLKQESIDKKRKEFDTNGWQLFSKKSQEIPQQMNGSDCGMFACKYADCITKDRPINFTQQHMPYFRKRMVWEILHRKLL
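material = recombinant human SENP1 catalytic domain, His6-tagged | quantity = 20 pM enzyme | reagent = 25 nM SUMO1 FRET substrate | compound dosing = 10 µM single point, 0.5% DMSO | timing = 50 min enzyme reaction, room temperature, light-protected | detection = FRET, CFP and YFP emission | control set = no-enzyme low, enzyme-DMSO high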
APOBEC3A inh: blocks human APOBEC3A ssDNA deamination; P31941; recombinant A3A, FAM/TAMRA ssDNA deamination fluorescence; inhibition, % at 20 µM; 330,000 tested, 0.41% active; AID 493011;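 active means at least 40% inhibition at 20 µM here, with at most 30% in a related deaminase screen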;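 further: plate controls were A3A with DMSO for no effect and wells lacking A3A enzyme for full effect; some results filed as inactive read as strong as hits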
Target sequence (P31941 whole entry, looked up): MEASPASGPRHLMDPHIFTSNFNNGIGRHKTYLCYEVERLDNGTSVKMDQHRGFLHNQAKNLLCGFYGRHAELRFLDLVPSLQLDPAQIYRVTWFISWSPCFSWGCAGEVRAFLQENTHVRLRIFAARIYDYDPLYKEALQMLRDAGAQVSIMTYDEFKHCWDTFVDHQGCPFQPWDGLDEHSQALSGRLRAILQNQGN
beta cell repl: induces beta-cell replication in MIN6 cells; proliferation, % at 10 µM; 330,000 tested, 0.29% active; MIN6 cells proliferation, ATPlite luminescence, 48 h; cells starved in 0.2% serum; 100% = growth in 10% serum;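 active means compounds whose signal lies at least 3.5 SD above the mean of all wells on their plate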;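 further: 0% = DMSO-treated cells in low-serum medium and 100% = 10% serum control; some compounds called inactive have numbers as strong as hits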
mIAP act: mouse IAP activation. muIAP, CDP-Star luminescence, 30 min; active compounds read high; 1 = vehicle-only enzyme signal, 0 = enzyme-free wells. activation factor at 10 µM. 330,000 tested, 0.24% active. AID 2805;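 active means activation factor of at least 2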; further: the source names both 10 and 20 µM as test concentration; values of inactives mirror those of a sister screen read the other way
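Assay system: mouse IAP enzyme / Compound: DMSO-dissolved test compounds / Timing: 30 min, room temperature / Measured by: luminescence from enzymatic CDP-Star hydrolysis / Control set: DMSO-only wells, enzyme-free buffer wells as negative control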
hIAP activ: increases human intestinal alkaline phosphatase activity; P09923; purified human IAP, CDP-Star luminescence, 30 min; active compounds read high; 1 = vehicle-only enzyme, 0 = enzyme-free background; activation factor at 10 µM; 330,000 tested, 0.16% active; AID 2524;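 active means activation factor of the enzyme at least 2-fold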; further: the source names both 10 and 20 µM as test concentration; values of inactives mirror those of a sister screen read the other way
A3G deaminase: inhibitors of human APOBEC3G DNA deaminase. recombinant A3G, ssDNA deamination FAM/TAMRA fluorescence. inhibition, % at 20 µM. Q9HC16. 330,000 tested, 0.28% active;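 active means inhibition of at least 40% at 20 µM, with no more than 30% in the related APOBEC3A deaminase screen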;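 further: plate controls were DMSO wells with A3G for no effect and wells lacking A3G enzyme for full effect; some compounds called inactive have numbers as strong as hits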
Active calls of the source: *; . = no result given. A portion of the library (hit frequency here may not be typical).

no.	mol	hIAP inh	mIAP block	NALP3 yeast inh	SENP1 FRET inh	APOBEC3A inh	beta cell repl	mIAP act	hIAP activ	A3G deaminase
1	CC(C)CNS(=O)(=O)c1ccc(OCC(=O)Nc2ccc3c(c2)OCCO3)cc1	-7	-10	11	2	-1	-2	1.1	1.1	-6
2	O=C(CSc1ncn[nH]1)NC12CC3CC(CC(C3)C1)C2	-15	-5	-6	1	0	1	1.1	1.2	-5
3	CN1C2CCC1CC(NS(=O)(=O)c1cc(Cl)c(Cl)cc1Cl)C2 (stereo not given)	2	-4	-11	1	-5	2	1	0.98	-7
4	O=[N+]([O-])c1ncccc1OCc1ccc(Br)cc1F	-4	8	2	12	-3	0	0.92	1	3
5	CCn1c(N2CCN(C(=O)Nc3ccc(F)cc3)CC2)nc2ccccc21	0	6	7	2	1	2	0.94	1	-3
6	COc1cc(/C=N/n2c(C3CCCCC3)n[nH]c2=S)cc(OC)c1O	13	8	16	-45	-7	3	0.92	0.87	28
7	O=C(NCc1cccc(Cl)c1)c1cccc(C(F)(F)F)c1	-22	-4	-10	1	0	-3	1	1.2	4
8	O=C(CNC(=O)c1ccccc1F)c1ccccc1	19	6	15	1	-5	-4	0.94	0.81	-7
9	Cc1occc1C(=O)Nc1nnc(C2CCCCC2)s1	3	-6	42	-1	2	1	1.1	0.97	-1
10	CCOC(=O)c1ccc(N2C(=O)C(CC(N)=O)N(CCc3ccc(OC)c(OC)c3)C2=S)cc1 (stereo not given)	14	7	-1	2	8	-1	0.93	0.85	9
11	CC1=CC(C)(C)n2c(O)c(N=N)c3cc(C)cc1c32	-2	8	1	1	-1	0	0.92	1	20
12	CC(=O)N1CCC(C(=O)N2CCN(S(=O)(=O)c3ccc(Cl)s3)CC2)CC1	18	-3	-10	-1	-2	-2	1	0.82	21
13	Cc1c(C(=O)N(C)C)sc2nc(-c3ccccn3)[nH]c(=O)c12	-31	-18	12	-3	-8	-3	1.2	1.3	-9
14	CC(=O)NS(=O)(=O)c1ccc(NC(=O)/C=C/c2ccc(C)o2)cc1	5	9	20	-4	7	-2	0.91	0.95	0
15	O=C(CN1C(=O)NC2(CCCCC2)C1=O)Nc1cccc(S(=O)(=O)N2CCCC2)c1	18	-3	11	0	-6	-2	1	0.81	-9
16	O=C(CNC(=O)c1cccs1)NCC(=O)OCc1cccc(Cl)c1	-1	3	9	0	0	-3	0.97	1	4
17	NC(=O)c1nsc(C(=O)N(c2ccc3c(c2)OCCO3)C(C(=O)NCC2CCCO2)c2ccc(F)cc2)c1N (stereo not given)	10	-4	13	-13	-2	-2	1	0.9	-5
18	CC(=O)NC(=S)Nc1ccccc1F	-3	-11	-11	1	-2	0	1.1	1	-7
19	O=C(CCc1nc(-c2ccccc2Cl)no1)NC1CCCCC1	-20	1	29	0	-6	-4	0.99	1.2	-13
20	COc1cccc(Cn2c(=O)c3ccccc3n3nc(C)cc23)c1	-1	0	-2	2	1	2	1	1	0
21	O=C(c1ccc(S(=O)(=O)Nc2cccc(C(F)(F)F)c2)cc1)N1CCC1	-8	8	2	2	1	1	0.92	1.1	-2
22	CCN1C(=O)[C@H]2[C@@H](c3ccc(C)cc3)N3C(=O)N(c4cccc(Cl)c4)C(=O)[C@@]3(Cc3ccccc3)[C@H]2C1=O	18	11	7	0	-3	-3	0.89	0.82	-11
23	Cc1ccsc1C(=O)OCC(=O)N(C)C1CCCCC1	-3	1	22	2	3	0	0.99	1	4
24	COc1ccc(C2C(=O)N(CCc3ccccc3)CC(=O)N2C2CCCCC2)cc1 (stereo not given)	9	9	3	4	1	0	0.91	0.91	-3
25	COc1ccc(CNC(=O)c2sccc2-c2ccccc2)cc1OC	13	-1	16	0	2	-4	1	0.87	-5
26	Cc1cc(C(=O)CSc2nnnn2C)c(C)n1-c1cccc(F)c1	3	2	24	1	-4	-2	0.98	0.97	-5
27	CCc1cccc(NC(=O)C2CCN(S(=O)(=O)c3ccc4c(c3)NC(=O)CO4)CC2)c1	3	-54	1	3	-4	-2	1.5	0.97	-4
28	CN(C)S(=O)(=O)c1cccc(NC(=O)COC(=O)CCc2nc3ccccc3s2)c1	-19	-13	8	2	6	6.7*	1.1	1.2	5
29	CC1CC(C)CN(c2ccc(C(=O)OCC(=O)NC3CCCc4ccccc43)cc2[N+](=O)[O-])C1 (stereo not given)	-24	16	18	0	-3	-4	0.84	1.2	6
30	O=C(COc1ccc(CO)cc1)Nc1ccc(F)cc1	8	5	1	0	0	-1	0.95	0.92	-3
31	O=c1cc(-c2ccccc2)nc2cc(-c3ccc(Br)cc3)[nH]n12	4	13	9	1	-1	-4	0.87	0.96	-5
32	CCOc1ccc(NC(=O)[C@@H](NC(=O)c2ccccc2)[C@@H](C)CC)cc1	-14	-7	12	3	19	-3	1.1	1.1	-7
33	Cc1ccc(NC(=O)C2CC(=O)NC(N3CCc4ccccc43)=N2)cc1 (stereo not given)	1	5	-1	-69	-2	0	0.95	0.99	-4
34	CCCCOc1ccccc1NC(=O)Cn1c(-c2nonc2N)nc2ccccc21	8	3	3	-2	3	-2	0.97	0.92	0
35	Nc1nc2n(n1)C(=O)CC(c1ccc(Cl)cc1)N2 (stereo not given)	5	-2	2	1	0	-2	1	0.95	-6
36	COc1ccc(NC2=C(Cl)C(=O)N(CCc3ccccc3)C2=O)c(OC)c1	15	20	24	3	-2	-3	0.8	0.85	-6
37	CC(c1nccs1)N(C)C(=O)c1ccc(OC2CCN(CCc3ccccc3)CC2)cc1 (stereo not given)	2	-3	14	-5	2	0	1	0.97	-1
38	Cc1ccccc1NC(=O)c1ccc(Cn2cc([N+](=O)[O-])cn2)o1	-22	-2	7	-2	2	-3	1	1.2	-1
39	CCn1nccc1C(=O)Nc1ccc(C(=O)OC(C)C)cc1	-4	0	43	-1	-1	-1	1	1	-8
40	COCCNC(=O)[C@H](C)[C@H]1C[C@]1(C)[C@H](NC(=O)OCc1ccccc1)c1ccccc1	5	-5	5	0	-1	-5	1	0.95	-2
41	CC(C)(C)c1cc(NCCCn2ccnc2)n2ncc(-c3ccccc3)c2n1	-14	8	-32	1	3	-4	0.92	1.1	-2
42	O=C1N/C(=C/c2cccs2)C(=O)N1Cc1ccc(F)cc1	-7	-10	2	0	-6	-3	1.1	1.1	-15
43	O=c1c2ccccc2nc(SCc2cc([N+](=O)[O-])cc3c2OCOC3)n1-c1ccccc1	1	18	3	2	-5	-3	0.82	0.99	-10
44	COc1ccc(CCNC(=O)C2CCC(CNS(=O)(=O)c3ccc(F)cc3)CC2)cc1OC (stereo not given)	0	-7	0	2	2	-1	1.1	1	-6
45	CCO[C@@H]1OC(C(=O)NC2CC2)=C[C@H](C(C)(C)C)[C@H]1CCCO	2	1	8	0	6	-4	0.99	0.98	-6
46	CCn1c(=O)c(C(=O)NCc2ccc(Cl)cc2)c(O)c2ccccc21	11	17	6	-1	-5	-4	0.83	0.89	-5
47	Cc1ccccc1OCC(=O)NNC(=O)Cn1[nH]c(=O)c2ccccc2c1=O	-73	8	8	1	-2	-2	0.92	1.7	-5
48	Cc1cc(C(F)(F)F)n(-c2nc(C(=O)O)cs2)n1	-2	5	-6	2	4	-2	0.95	1	-2

7 entries from above, with values under each structure.
The line under a structure holds: hIAP inh | mIAP block | NALP3 yeast inh | SENP1 FRET inh | APOBEC3A inh | beta cell repl | mIAP act | hIAP activ | A3G deaminase
41. CC(C)(C)c1cc(NCCCn2ccnc2)n2ncc(-c3ccccc3)c2n1
→ -14 | 8 | -32 | 1 | 3 | -4 | 0.92 | 1.1 | -2
42. O=C1N/C(=C/c2cccs2)C(=O)N1Cc1ccc(F)cc1
→ -7 | -10 | 2 | 0 | -6 | -3 | 1.1 | 1.1 | -15
43. O=c1c2ccccc2nc(SCc2cc([N+](=O)[O-])cc3c2OCOC3)n1-c1ccccc1
→ 1 | 18 | 3 | 2 | -5 | -3 | 0.82 | 0.99 | -10
44. COc1ccc(CCNC(=O)C2CCC(CNS(=O)(=O)c3ccc(F)cc3)CC2)cc1OC (stereo not given)
→ 0 | -7 | 0 | 2 | 2 | -1 | 1.1 | 1 | -6
45. CCO[C@@H]1OC(C(=O)NC2CC2)=C[C@H](C(C)(C)C)[C@H]1CCCO
→ 2 | 1 | 8 | 0 | 6 | -4 | 0.99 | 0.98 | -6
46. CCn1c(=O)c(C(=O)NCc2ccc(Cl)cc2)c(O)c2ccccc21
→ 11 | 17 | 6 | -1 | -5 | -4 | 0.83 | 0.89 | -5
47. Cc1ccccc1OCC(=O)NNC(=O)Cn1[nH]c(=O)c2ccccc2c1=O
→ -73 | 8 | 8 | 1 | -2 | -2 | 0.92 | 1.7 | -5

(further entries)
no.	mol	hIAP inh	mIAP block	NALP3 yeast inh	SENP1 FRET inh	APOBEC3A inh	beta cell repl	mIAP act	hIAP activ	A3G deaminase
49	COc1ccc(N(CC(=O)NCCSCc2ccco2)S(=O)(=O)c2ccccc2)cc1OC	-10	-3	-1	1	1	0	1	1.1	3
50	Cc1c(NC(=O)CSc2ccccn2)c(=O)n(-c2ccccc2)n1C	18	2	10	2	0	1	0.98	0.82	-3
51	Cc1nnc(NC(=O)CSc2nccn2-c2cccc(C)c2C)s1	20	-3	9	4	-5	-1	1	0.81	-6
52	CCOC(=O)c1cnc2c(cnn2C)c1NCc1ccc(OC)cc1	-2	4	11	-1	0	-3	0.96	1	-3
53	Cc1cccc2sc(NC(=O)CN3C(=O)c4ccccc4C3=O)nc12	21	3	4	0	-1	0	0.97	0.79	-5
54	O=C(COC(=O)Cn1cc(C(F)(F)F)ccc1=O)NCc1ccccc1	0	0	17	2	1	-2	1	0.99	-7
55	CCC(=O)Nc1nc2ccccc2n1Cc1ccc(Cl)cc1	-24	3	23	3	0	-3	0.97	1.2	-9
56	CCOC(=O)c1cc(-c2ccc(Cl)cc2)nc2onc(C)c12	6	6	18	.	-3	-3	0.94	0.94	-5
57	CCOc1ccccc1N1CCN(C(=S)NCc2ccccc2)CC1	-11	2	7	0	-6	-1	0.98	1.1	-10
58	CNS(=O)(=O)c1ccc2ccccc2c1	-7	0	-14	2	-9	-3	1	1.1	-3
59	COC(=O)c1sccc1-n1cccc1C(=O)C(=O)N1CCOCC1	-4	-12	11	0	-2	1	1.1	1	-11
60	CSc1cccc(N2CC(C(=O)N3CCN(S(=O)(=O)c4ccccc4Cl)CC3)CC2=O)c1 (stereo not given)	17	-4	-4	1	4	1	1	0.83	1
61	O=C(Nc1ccccc1-c1nc2ccccc2s1)c1cccnc1	13	-4	-8	1	0	0	1	0.87	-6

Ordered by value in A3G deaminase (low to high): some entries from above
| item | Compound | A3G deaminase |
| --- | --- | --- |
| 52 | CCOC(=O)c1cnc2c(cnn2C)c1NCc1ccc(OC)cc1 | -3 |
| 40 | COCCNC(=O)[C@H](C)[C@H]1C[C@]1(C)[C@H](NC(=O)OCc1ccccc1)c1ccccc1 | -2 |
| 11 | CC1=CC(C)(C)n2c(O)c(N=N)c3cc(C)cc1c32 | 20 |
